Compound activity deposited in PubChem BioAssay by several laboratories.
MCL1 BIM primary = inhibitors of human MCL1 binding to BIM-BH3 peptide; Q07820; GST-MCL1 / FITC-Bim-BH3 fluorescence polarization; inhibition, % at 10.9 µM; actives 0.68% (n = 320,000);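 active means inhibition above the mean inhibition of all tested compounds plus 3 SD, set per campaign, cut at about 40% in these data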;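 further: 0% = DMSO wells and 100% = unlabeled Bim-BH3 peptide control; higher means more loss of mP so more displacement of Bim peptide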
Target sequence (Q07820 whole entry, looked up): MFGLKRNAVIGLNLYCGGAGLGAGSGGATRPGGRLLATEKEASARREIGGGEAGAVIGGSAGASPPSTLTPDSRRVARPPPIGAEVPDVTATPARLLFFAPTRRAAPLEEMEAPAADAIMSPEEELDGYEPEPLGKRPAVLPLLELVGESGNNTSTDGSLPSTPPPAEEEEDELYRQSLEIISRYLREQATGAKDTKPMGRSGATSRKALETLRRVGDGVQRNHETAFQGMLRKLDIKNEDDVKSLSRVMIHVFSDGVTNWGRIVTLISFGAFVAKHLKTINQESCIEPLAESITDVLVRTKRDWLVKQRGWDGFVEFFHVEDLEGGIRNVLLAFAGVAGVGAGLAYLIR
CIT2 TOR yeast = modulators of TOR pathway CIT2-GFP in S. cerevisiae; S. cerevisiae CIT2-GFP strain, flow cytometry, 3 h; 100 means same as DMSO wells; GFP response vs DMSO, % at 10 µM; actives 0.065% (n = 320,000); AID 2029;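 active means GFP response relative to DMSO above a set limit, near the screen mean plus 3 SD, cut at about 150% in these data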;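 further: ratio of well median GFP fluorescence to mean of DMSO wells on the plate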
GRK2 aptamer HTS = human GRK2 inhibition via aptamer displacement | AID 488847 | bead flow cytometry, FAM-aptamer displacement from GRK2 | actives 0.59% (n = 330,000) | inhibition of aptamer binding, % at 10 µM | P25098;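 active means inhibition of aptamer binding above 40%, roughly 3 SD of noise, on plates passing a quality check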;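 further: median bead fluorescence of bound FAM aptamer so fluorescent compounds give negative values; no value below 0 was filed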
Target sequence (P25098 whole entry, looked up): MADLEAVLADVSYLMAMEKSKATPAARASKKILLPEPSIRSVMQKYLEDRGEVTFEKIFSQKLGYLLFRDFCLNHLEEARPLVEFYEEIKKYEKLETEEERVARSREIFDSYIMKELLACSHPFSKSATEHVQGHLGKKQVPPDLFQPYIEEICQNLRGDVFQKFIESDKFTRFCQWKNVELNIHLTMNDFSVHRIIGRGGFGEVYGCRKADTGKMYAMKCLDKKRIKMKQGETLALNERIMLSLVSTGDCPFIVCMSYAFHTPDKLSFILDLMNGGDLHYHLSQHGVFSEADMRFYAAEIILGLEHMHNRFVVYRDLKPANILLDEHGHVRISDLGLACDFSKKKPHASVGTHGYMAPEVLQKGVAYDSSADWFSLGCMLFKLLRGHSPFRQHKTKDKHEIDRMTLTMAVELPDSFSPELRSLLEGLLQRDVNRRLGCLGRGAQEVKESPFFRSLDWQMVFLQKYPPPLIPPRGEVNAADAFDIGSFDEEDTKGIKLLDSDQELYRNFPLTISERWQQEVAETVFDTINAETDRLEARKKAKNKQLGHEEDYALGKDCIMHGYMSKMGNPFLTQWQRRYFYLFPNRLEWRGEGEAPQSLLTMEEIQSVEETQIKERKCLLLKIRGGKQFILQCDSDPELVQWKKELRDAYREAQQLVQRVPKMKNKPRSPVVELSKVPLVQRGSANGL
Fam108B inh = Fam108B inhibition, counter-screen for RBBP9 inhibitors; actives 0.33% (n = 300,000); inhibition, % at 9.51 µM; AID 1947; recombinant Fam108B, FP-Rh probe fluorescence polarization;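 active means inhibition above the screen mean inhibition plus 3 SD, computed separately per campaign, cut at about 18% in these data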;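 further: inhibitors lower polarization as less probe binds the enzyme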
VLA-4 inh = inhibition in a human VLA-4 binding assay. VLA-4 expressing cells, ligand binding flow cytometry. inhibition, % (about 7 µM as worked out from the volumes in the protocol). P13612. actives 0.2% (n = 330,000); in the data active means inhibition above about 50%
MEX-5 binding = C. elegans MEX-5 TCR-2 RNA binding activity; Q9XUB2; MEX-5/FITC-TCR2 RNA binding, fluorescence polarization; active compounds read low; activity score (negative = inhibition of binding), % at 10 µM; actives 0.38% (n = 300,000);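 active means inhibition past about -25% in most replicates, and total fluorescence under double the plate's negative control median, limit read from the data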;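 further: 0% = DMSO and -100% = 5 µM competing unlabeled TCR2 RNA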
BCLXL inh = Bcl-xL (human) inhibition. Q07817. GST-Bcl-xL / FITC-Bim BH3 peptide fluorescence polarization. inhibition, % at 10.9 µM. actives 0.7% (n = 320,000). AID 2129;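 active means inhibition above the mean of all tested compounds plus 3 SD, cutoff set per campaign, cut at about 30% in these data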;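 further: 0% = DMSO wells and 100% = unlabeled Bim-BH3 peptide competitor; inhibitors lower millipolarization by displacing the labeled peptide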
AGP1-GFP MLPCN = alters AGP1-GFP fluorescence in TOR pathway yeast screen; actives 0.02% (n = 320,000); GFP response vs DMSO, % at 10 µM; S. cerevisiae AGP1-GFP multiplex flow cytometry, 3 h; GFP as percent of DMSO wells;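 active means GFP response relative to DMSO above a set limit, near screen average plus 3 SD, cut at about 150% in these data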;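 further: median GFP channel fluorescence of the gated AGP1 strain per well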
GLD-1 TGE inh = GLD-1-TGE RNA interaction inhibition (C. elegans); actives 0.44% (n = 320,000); AID 2280; inhibition, % at 5.96 µM; purified GLD-1 + fluorescein TGE RNA, fluorescence polarization;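 active means percent inhibition above a per-plate cutoff, the plate mean of test compounds plus 3 SD, cut at about 30% in these data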;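 further: 0% = DMSO wells with GLD-1 and probe and 100% = wells lacking GLD-1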
* hit, by the source's call; . = no result given.

SMILES	MCL1 BIM primary	CIT2 TOR yeast	GRK2 aptamer HTS	Fam108B inh	VLA-4 inh	MEX-5 binding	BCLXL inh	AGP1-GFP MLPCN	GLD-1 TGE inh
COc1ccc(S(=O)(=O)Nc2cc3c4c(c2)CCN4C(=O)CC3)cc1C	-3	102	1	1	-8	-4.7	0	103	8
O=[N+]([O-])c1ccc2c(c1N1CCCCC1)=NC1(CCCCC1)[N+]=2[O-]	11	95	0	7	8	-6.7	8	91	5
CC1Cc2ccccc2N1C(=O)CCn1c(=O)oc2ccccc21 (centres undefined)	6	105	5	3	3	1.1	6	104	-1
Cc1cc(C)nc(NS(=O)(=O)c2ccc(NC(=O)c3snnc3C)cc2)n1	0	117	0	3	-1	-1.3	0	116	0
CCOc1ncccc1C(=O)OCC(=O)Nc1ncc(C(F)(F)F)cc1Cl	1	92	2	2	14	-1.3	4	100	9
CNC(=S)N/N=C/C1=CCC2CC1C2(C)C (centres undefined)	9	97	0	-2	23	0.3	2	98	3
Cc1cc(C)c(S(=O)(=O)N2CCOCC2)cc1NS(=O)(=O)c1cc(OCC(N)=O)c(C)cc1Cl	3	89	1	-3	-7	1.1	-3	90	-3
CN(CCN1CCc2ccccc2C1)Cc1nc(-c2ccc3c(c2)OCO3)no1	5	95	0	3	13	-0.4	1	101	-4
CC(Oc1ccccc1)C(=O)N1CCN(c2ccc(N3CCOCC3)nn2)CC1 (centres undefined)	-3	89	2	-1	11	-1.8	2	86	4
COc1ccc(OC)c(NC(=O)c2nnn(CCc3ccccc3)c2N)c1	-3	104	3	2	-5	0.3	-1	104	3
CCCNC(=O)c1ccc(-c2nc3ccccc3s2)s1	2	91	2	-1	-363	-0.7	1	101	-1
CN1CCN(C2=Cc3ccccc3Sc3cc(F)c(Cl)cc32)CC1	8	98	0	0	12	-1.9	10	102	-1
CCn1c(O)c(/C=C2\C=Nc3ccccc32)sc1=O	3	106	0	2	44	-2.3	5	96	9
CCN1C(=O)C(c2ccc(O)cc2)(c2ccc(O)cc2)c2ccccc21	4	.	0	3	-4	-0.3	8	105	4
Nc1cc(C(=O)OCC(=O)NNC(=O)c2ccccc2)ccc1Cl	-5	95	0	3	-12	-0.3	-5	107	2
CCCCNC(=O)c1cc2c(=O)n3cccc(C)c3nc2n(Cc2ccncc2)c1=N	13	106	1	0	6	-41*	7	93	10
O=C(Cc1cc(=O)[nH][nH]1)N/N=C/c1c(F)cccc1Cl	10	102	0	-1	11	-1.8	5	102	-2
CSc1ccc(CN2CCC(n3nccc3NC(=O)CCCc3ccccc3)CC2)cc1	3	102	0	0	4	.	7	92	8
O=C(NCc1ccco1)c1cccc(NS(=O)(=O)c2ccccc2F)c1	6	102	2	-1	-12	-8.7	5	101	-1
Cc1cc(N=Cc2cc(Cl)ccc2O)no1	4	101	1	3	18	1.1	1	104	-2
CCOc1cc(CNC2CCCC2)cc(Cl)c1OCc1ccc(F)cc1	4	102	0	2	17	1.8	1	103	1
COc1ccc([C@@H]2[C@@H]3C(=O)N(C(C)(C)C)C(=O)[C@@H]3[C@]3(Cc4ccccc4)C(=O)N(c4cccc(C)c4)C(=O)N23)cc1	2	68	4	-4	8	-0.7	1	80	7
O=C1Nc2ccccc2N=C(c2ccccc2)c2ccccc21	6	85	0	3	5	0.9	-3	98	-1
CCOC(=O)C1CCN(C(=O)C2(NC(=O)Nc3ccc(F)cc3F)CCCCC2)CC1	-1	94	4	-4	5	-1.4	-1	101	0
CC(NCc1cccc(OCc2ccccc2)c1)C(O)c1ccccc1 (centres undefined)	2	110	0	-2	-2	1.5	4	24	3

Next part
SMILES	MCL1 BIM primary	CIT2 TOR yeast	GRK2 aptamer HTS	Fam108B inh	VLA-4 inh	MEX-5 binding	BCLXL inh	AGP1-GFP MLPCN	GLD-1 TGE inh
S=c1[nH]nc(Nc2cccc3ccccc23)s1	-2	94	0	-3	-13	2.3	5	101	4
O=C(Cn1c(=O)oc2ccccc21)Nc1nc(-c2ccc(Br)cc2)cs1	-1	88	0	-1	-19	1.4	-3	96	-3
CCOC(=O)C1(CC)NC(c2ccc(OC)c(OC)c2)C2C(=O)N(c3cccc(C(C)=O)c3)C(=O)C21 (centres undefined)	2	95	0	-2	-9	0.3	3	99	4
O=C(CN1CCN(S(=O)(=O)c2ccccc2)CC1)NC(=O)NC1CCCCC1	-10	105	0	0	-1	0.4	-3	110	2
Cc1ccc(NC(=O)c2c(C)nc(Nc3nc4ccccc4o3)nc2C)cc1	-5	100	0	-1	5	1.1	-3	106	2
COc1ccccc1NC(=O)N(CCCN1CCOCC1)Cc1cc2cc3c(cc2[nH]c1=O)OCO3	4	100	2	1	7	-0.6	1	106	0
CC(C)NCC(O)COc1ccc(CC(N)=O)cc1 (centres undefined)	0	81	2	-4	3	-3.2	-1	86	1
COc1ccc(CC(=O)OCC(=O)Nc2ccc(Cl)cc2C)cc1	.	101	0	.	4	.	.	98	3
Cc1cc(C)c(S(=O)(=O)Nc2ncn[nH]2)cc1C	2	111	0	-6	-9	0.8	2	108	-2
O=C(COCc1cc(-c2ccc3c(c2)OCO3)on1)N1CCN(c2ccc(F)cc2)CC1	5	101	1	1	-6	-0.4	3	104	6
CC1=CC(C)(C)N(C(=O)CCl)c2cc(C)ccc21	5	97	0	-1	6	1.1	5	100	3
Cc1ccnc2nc(C(=O)Nc3ccc(N4CCOCC4)cc3)nn12	7	96	3	3	20	-0.7	4	96	-3
CCN(CC)CCNC(=O)c1ccc2c(c1NCCO)C(=O)c1ccccc1C2=O	18	108	2	4	-20	-17	16	117	17
CN1CCN(c2ccc(S(=O)(=O)N3CCCCC3)cc2NC(=O)c2ccc(F)cc2F)CC1	-7	100	1	1	-5	0.1	7	104	-5
Nn1c(SCc2ccccc2)nnc1C1CCCCC1	0	87	0	2	18	-1.1	4	96	0
CN(CC(=O)Nc1ccccc1Br)C(=O)c1ccc(COc2ccccc2)cc1	-11	103	1	-1	0	1.1	-1	100	0
CCO/C=N/Nc1nc(C(F)(F)F)nc2c1cnn2Cc1ccccc1	6	92	1	-3	5	-2.6	3	88	4
CCn1c(SCc2nc3ccccc3c(=O)[nH]2)nnc1-c1cccnc1	9	101	0	7	31	1.2	4	103	1
COc1ccc(-n2nnnc2SC(C)C(=O)NCC(=O)Nc2ccc(F)c(F)c2F)cc1 (centres undefined)	-27	101	1	0	-23	1.0	-9	110	1
C/C(CC(=O)Nc1cccc(Br)c1)=N\NC(=O)c1ccc(O)cc1O	17	78	0	7	-4	-1.9	6	83	2
O=C(C[n+]1cccc(Br)c1)c1ccccc1	-2	92	1	-3	-5	0.8	2	93	-10
COc1cc(/C=C(\C#N)C(=O)Nc2ccccc2F)ccc1OCCN1CCOCC1	0	94	2	0	25	-0.8	4	96	0
COC(=O)CNC(=O)CN1c2cccc3cccc(c23)S1(=O)=O	7	104	3	6	12	-0.2	10	107	-4
COCC(=O)N/N=C\c1cccc(OC)c1OC/C=C/c1ccccc1	.	85	0	.	11	1.7	.	89	.
O=C(Nc1ccc(CN2CCOCC2)cc1)c1cc2ccccn2n1	4	135	0	0	-9	0.4	-1	105	-3

Other entries
SMILES	MCL1 BIM primary	CIT2 TOR yeast	GRK2 aptamer HTS	Fam108B inh	VLA-4 inh	MEX-5 binding	BCLXL inh	AGP1-GFP MLPCN	GLD-1 TGE inh
C/C(=N\NC(=O)c1ccc(-n2cnnn2)cc1)c1ccc(C)cc1	-5	97	0	.	3	.	0	108	-4
COc1ccc(CNC(=O)c2cccnc2Sc2ccc(Cl)cc2)cc1	1	105	3	-4	-17	1.3	4	103	6
Cc1cc(SCCC(=O)O)nc2ccccc12	12	98	1	-1	16	-0.8	6	94	1
NC(=O)CC(NC(=O)Cc1ccc(Br)cc1)c1ccc(NCCOc2ccccc2)c([N+](=O)[O-])c1 (centres undefined)	-5	85	0	-12	34	-5.7	-6	90	-9
COC(=O)c1ccc(COc2ccccc2/C=N/NC(N)=O)o1	2	105	3	3	-7	3.0	6	105	2
CCOc1ccc(Cl)cc1S(=O)(=O)n1nnc2ccccc21	-8	75	0	1	5	-0.1	-11	85	5
COc1cccc(NC(=O)Cc2ccc3ccccc3c2)c1	6	78	3	-3	5	-4.4	7	76	-4
O=C(CN1CCCCC1)NCC1(c2ccccc2)CCCC1	4	105	0	1	-4	-1.5	3	103	7
O=C1CC(c2cccc([N+](=O)[O-])c2)c2cc3c(cc2N1)CCC3 (centres undefined)	-4	104	3	-1	-5	-0.5	-1	104	-3
CC1(C)CC(=O)c2cc(C(=O)NNc3ccccc3)c(=O)n(-c3ccccc3)c2C1	1	112	1	6	3	-6.9	2	108	6
Cc1ccc(Oc2cc(N3CCOCC3)nc(-c3ccccc3)n2)cc1	9	112	0	-3	10	.	7	98	6
COCCN(Cc1nc(C2(c3ccc(C)cc3)CCCC2)no1)C(C)C	-2	102	1	2	-5	-1.3	1	106	-4
O=C(c1ccccc1[N+](=O)[O-])n1cnc2ccccc21	4	157*	0	3	17	-1.7	2	82	2

Copied from the listing for reference:
SMILES	MCL1 BIM primary	CIT2 TOR yeast	GRK2 aptamer HTS	Fam108B inh	VLA-4 inh	MEX-5 binding	BCLXL inh	AGP1-GFP MLPCN	GLD-1 TGE inh
COC(=O)CNC(=O)CN1c2cccc3cccc(c23)S1(=O)=O	7	104	3	6	12	-0.2	10	107	-4
COCC(=O)N/N=C\c1cccc(OC)c1OC/C=C/c1ccccc1	.	85	0	.	11	1.7	.	89	.
O=C(Nc1ccc(CN2CCOCC2)cc1)c1cc2ccccn2n1	4	135	0	0	-9	0.4	-1	105	-3
C/C(=N\NC(=O)c1ccc(-n2cnnn2)cc1)c1ccc(C)cc1	-5	97	0	.	3	.	0	108	-4
COc1ccc(CNC(=O)c2cccnc2Sc2ccc(Cl)cc2)cc1	1	105	3	-4	-17	1.3	4	103	6
Cc1cc(SCCC(=O)O)nc2ccccc12	12	98	1	-1	16	-0.8	6	94	1
NC(=O)CC(NC(=O)Cc1ccc(Br)cc1)c1ccc(NCCOc2ccccc2)c([N+](=O)[O-])c1 (centres undefined)	-5	85	0	-12	34	-5.7	-6	90	-9
COC(=O)c1ccc(COc2ccccc2/C=N/NC(N)=O)o1	2	105	3	3	-7	3.0	6	105	2
CCOc1ccc(Cl)cc1S(=O)(=O)n1nnc2ccccc21	-8	75	0	1	5	-0.1	-11	85	5
COc1cccc(NC(=O)Cc2ccc3ccccc3c2)c1	6	78	3	-3	5	-4.4	7	76	-4
O=C(CN1CCCCC1)NCC1(c2ccccc2)CCCC1	4	105	0	1	-4	-1.5	3	103	7
O=C1CC(c2cccc([N+](=O)[O-])c2)c2cc3c(cc2N1)CCC3 (centres undefined)	-4	104	3	-1	-5	-0.5	-1	104	-3
CC1(C)CC(=O)c2cc(C(=O)NNc3ccccc3)c(=O)n(-c3ccccc3)c2C1	1	112	1	6	3	-6.9	2	108	6
